Screening data: PubChem, Southern Research Specialized Biocontainment Screening Center
influenza NS1A: NS1A inhibition, H1N1 influenza, cell based functional assay (AID 504329). one-dose inhibition, % at 12.5 µM; IC50 in µM for titrated hits. hit rate 0.3% among 340,000. NS1A functional cell-based assay, percent inhibition; higher % means a stronger effect; in the data active = a potency from the dose series; inconclusive = inhibition above about 27% without an active follow-up result; also: strong numbers were not always called active
PhoP GFP inhibition: Inhibition of PhoP regulon, Salmonella typhi GFP reporter cells, confirmation, 4 h (AID 1850); inhibition, % at 50 µM; hits with a dose series show IC50 in µM; hit rate 0.33% among 310,000; Salmonella Typhi PhoP-promoter GFP reporter, fluorescence, 4 h; higher % means a stronger effect; in the data active = a potency from the dose series; inconclusive = inhibition mostly from about 25% at the one dose, without a potency; inactive = the rest, 99 in 100 with inhibition below about 19%;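 also: 0% = induced wells with vehicle and 100% = uninduced wells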
H37Rv inhibition: M. tuberculosis growth inhibition, HTS (AID 449762). M. tuberculosis H37Rv growth inhibition, 7H9 media; higher % means a stronger effect. inhibition, % at 25 µM; hits with a dose series show IC50 in µM. hit rate 0.59% among 330,000; in the data active = a potency from the dose series; inconclusive = inhibition above about 70% without an active follow-up result;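 also: bacterial growth assessed after seven days of incubation; strong numbers were not always called active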
M. tuberculosis: growth inhibition of non-replicating M. tuberculosis (AID 488890). hit rate 0.39% among 320,000. inhibition, % at 25 µM; hits with a dose series show IC50 in µM. Mycobacterium tuberculosis non-replicating, growth inhibition; higher % means a stronger effect; in the data active = a potency from the dose series; inconclusive = inhibition mostly from about 82% at the one dose, without a potency; inactive = the rest, 99 in 100 with inhibition below about 76%;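 also: plate controls were DMSO cells for no effect and high antibiotic wells for full effect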
VEEV TC-83 Vero: inhibitors of VEEV TC-83 cytopathic effect, confirmation, Vero cells (AID 588727); Vero cells, VEEV TC-83 cytopathic effect inhibition; higher % means a stronger effect; inhibition, % at 20 µM, or IC50 in µM where a hit was titrated; hit rate 0.13% among 350,000; in the data active = a potency from the dose series; inconclusive = inhibition mostly from about 14% at the one dose, without a potency; inactive = the rest, 99 in 100 with inhibition below about 12%; also: strong numbers were not always called active
VEEV TC-83 Vero 10K pilot screen: also measured in VEEV TC-83 Vero; calls as there; inhibition, %; measured here: 10K pilot screen inhibition
The depositor's hits bear a star; i = inactive; ? = inconclusive; . = no result given. Rows are unselected. Share with any hit: about 1.5%.

SMILES	influenza NS1A	PhoP GFP inhibition	H37Rv inhibition	M. tuberculosis	VEEV TC-83 Vero	others
CCOC(=O)C1=C(C)NC2=C(C(=O)CC(C)(C)C2)C1c1ccc2c(c1)CCCN2C (stereo not drawn)	16%	1%	7%	.	0.2%
Cc1nn(C)c(C)c1CCC(=O)NC1CC(C)(C)Cc2c1cnn2-c1ccccc1 (stereo not drawn)	-16%	-5%	-4%	11%	i
Cc1ccc(C2CC(c3cccc(C)c3)n3ncnc3N2)cc1 (stereo not drawn)	-4%	2%	5%	68%	5.3%
CCCCNCc1cc(OC)c(OCC(N)=O)cc1Br	-12%	1%	-5%	-2%	3.9%
Cn1c(=O)c2c(ncn2CC(=O)OCC(=O)Nc2cc(Cl)ccc2Cl)n(C)c1=O	-8%	-7%	-5%	-6%	1.1%
CC1CC(C)CN(CCCNC(=O)c2csc3c2CCCC3)C1 (stereo not drawn)	16%	-4%	.	-8%	2.6%
Clc1nc(NC2CCCCC2)c2cn[nH]c2n1	-9%	.	.	.	2.9%
CC1CCCN(S(=O)(=O)c2ccc(C(=O)Nc3sc4c(c3C(N)=O)CCN(C)C4)cc2)C1 (stereo not drawn)	-7%	-3%	8%	20%	i
O=C(CSc1nnc(C2CC2)n1C1CC1)c1ccc(F)cc1	-8%	.	-6%	17%	1.9%
COc1ccc(OC)c(NC(=S)NCc2cccs2)c1	9%	-3%	4%	76%	3.5%
Cc1ccc(NC(=O)c2ccc(COc3ccccc3)o2)nc1	-11%	10%	-1%	?	4.3%
CSCCC(NC(=O)COc1ccccc1)C(=O)N1CCCC(C(F)(F)F)C1 (stereo not drawn)	-4%	2%	2%	-1%	2.6%
c1ccc2c(c1)ncc1cccn12	0%	-8%	5%	-15%	2.6%
COc1cc(C2=Nc3ccc(Br)cc3C(c3ccccc3)N2CC(=O)NN)cc(OC)c1OC (stereo not drawn)	.	0%	-2%	45%	i
CN(CC(=O)Nc1ccc(N2CCOCC2)cc1)CC(=O)Nc1ccccc1[N+](=O)[O-]	-2%	-1%	5%	4%	0.8%	VEEV TC-83 Vero 10K pilot screen=1.5
CCNc1ccc(S(=O)(=O)N(C)C)cc1NCC(=O)Nc1c(F)cccc1F	6%	-1%	-4%	0%	4.8%
COc1cc(-c2cc(=O)c3ccccc3o2)ccc1O	-19%	0%	-3%	20%	8.1%
CC(C)Sc1nnc(SCC(=O)N(C)C2CCS(=O)(=O)C2)s1 (stereo not drawn)	-9%	.	-1%	13%	0.2%
CC(Oc1cccc(Cl)c1)C(=O)Nc1cc(S(=O)(=O)N2CCOCC2)ccc1N1CCCCC1 (stereo not drawn)	-1%	4%	-1%	2%	2.9%
O=P(c1ccccc1)(c1ccccc1)c1nc(-c2ccc(Cl)cc2)oc1N1CCOCC1	5%	-4%	0%	-23%	3.3%
Cc1cccc(C)c1NC(=O)C[N+](C)(C)CC(O)COc1cccc2ccccc12 (stereo not drawn)	7%	-1%	17%	70%	6.5%
O=C1N(Cc2cccc(Cl)c2)C[C@@H]2C[C@@H](c3cccn3-c3ccccn3)N3CCC[C@@]123	-9%	14%	-3%	39%	0.6%
COC1CCN(Cc2c(C(=O)N3CCN(C4CCCCC4)CC3)nc3ccccn23)CC1	-11%	-8%	-3%	24%	1.8%
CCOC(=O)N1CCN(S(=O)(=O)N(C)C)CC1	-9%	8%	2%	13%	0.2%
CC(C)(C)OC(=O)N(Cc1ccccc1)Cc1ccccc1OCc1cccc(NC(=O)C2CC2)c1	-4%	.	.	.	0.3%
Cc1cc2ccccn2c1C(=O)c1ccccc1Br	9%	13%	6%	50%	i
CCCCSc1cc(C)nc2ncnn12	-3%	5%	-3%	-1%	i
C=C(C)Cn1c(CCCNC(=O)C(C)(C)C)nc2ccccc21	10%	-8%	-4%	-2%	4.5%
CC(C)(CC(=O)OCC(=O)Nc1ccccc1F)CC1=NS(=O)(=O)c2ccccc2N1	4%	-5%	0%	7%	0.4%
CC(C)n1cc(CNC(=O)C2CCC(=O)N(Cc3ccccc3F)C2)cn1 (stereo not drawn)	-5%	1%	5%	-11%	0.5%
CN(C)C(=O)c1cc(Br)ccc1Cl	-2%	2%	-20%	9%	i
O=C(CSc1nnc(-c2cccnc2)o1)Nc1ccc(Br)cc1	-1%	5%	-1%	53%	4.0%
COc1ccc(NC(=O)CN2C(=O)c3ccccc3Sc3ccc(C(=O)N4CCOCC4)cc32)c(OC)c1	-5%	5%	-4%	12%	3.5%
Cc1cc(C)c(NC(=O)CSc2nc(=O)n3cc(C)ccc3n2)c(C)c1	-2%	-5%	0%	-4%	i
Cc1nnsc1C(=O)N/N=C/c1ccccc1Cl	-16%	-1%	4%	3%	5.9%
O=C1SCCc2c1n(Cc1ccccc1)c1ccccc21	-10%	12%	1%	-11%	2.0%
Cc1ccc(NC(=O)/C=C/c2ccco2)cc1S(=O)(=O)N1CCCCCC1	0%	2%	-4%	36%	3.3%
NS(=O)(=O)c1cccc(NC(=O)COC(=O)c2cc([N+](=O)[O-])ccc2N2CCCC2)c1	-1%	.	3%	6%	6.0%
Cc1ccn(-c2cccc(-n3ccc(C)n3)n2)n1	-3%	-7%	-4%	11%	0.3%
N#C/C(=C\c1ccc(O)cc1)C(=O)NCc1ccccc1	2%	0%	-6%	7%	0.1%
CC(O)Cn1c(N2CCCC2)nc2c1c(=O)[nH]c(=O)n2C (stereo not drawn)	-6%	-8%	-10%	-5%	1.0%
CC(OC(=O)CCOc1ccccc1)C(=O)NC1CC1 (stereo not drawn)	-2%	-3%	-4%	-8%	1.7%
Cc1nnc(N2CCN(Cc3ccccc3)CC2)[nH]c1=O	3%	-1%	-4%	2%	0.9%
Cc1ccc(C(=O)N2CCN(S(=O)(=O)c3ccccc3)CC2)cc1	0%	0%	-5%	-1%	i
CCn1ncc(Br)c1C(=O)Nc1ccccc1OC	-6%	3%	3%	9%	1.9%
Cc1ccc(NC(=O)N2CCC(NC(=O)c3ccccc3C)CC2)cc1	-13%	8%	-6%	64%	0.0%
CN1C(=O)CC2(CC(=O)N(Cc3ccccc3)C2)C1=O (stereo not drawn)	-1%	-10%	-2%	-11%	0.2%
CCOC(=O)COc1cc(O)c2c(=O)cc(-c3ccccc3)oc2c1	3%	-9%	0.68µM*	0.44µM*	0.9%
NC(=O)c1ccc[n+](CC(=O)c2ccc(Br)cc2)c1	-5%	17%	3%	-6%	0.4%
C[C@]1(C(=O)O)C=C[C@@H](Cc2ccccc2)N1C(=O)c1ccccc1	1%	-3%	0%	2%	i	VEEV TC-83 Vero 10K pilot screen=0.0
Next part:
SMILES	influenza NS1A	PhoP GFP inhibition	H37Rv inhibition	M. tuberculosis	VEEV TC-83 Vero	others
CC(C)N(C(=O)c1nn(C)c2c1CSc1ccccc1-2)C1CCCCC1	-1%	-1%	-1%	33%	i
Cc1ccc(CNC(=O)COC(=O)c2ccc(Cl)c(N)c2)cc1	-6%	2%	-4%	-6%	2.0%
Cc1ccnc(SCc2cc(=O)c(OC(=O)c3ccccc3)co2)n1	-7%	4%	-3%	34%	1.1%
Cc1nc2ccccc2n1C(=O)N1CCOCC1	2%	3%	-3%	-2%	i
COc1cc(NC(=O)CN2CCN(C(=O)C3CCCO3)CC2)c(OC)cc1Cl (stereo not drawn)	4%	-2%	-5%	15%	2.8%
CC1CC(=O)N(c2ccc(C(C)C)cc2)C(=O)C1	-17%	-1%	2%	9%	i
O=C(Nc1ccnn1C1CCN(C(=O)c2c(F)cccc2F)CC1)C1CC1	-5%	-11%	2%	-1%	1.8%
O=[N+]([O-])c1ccccc1/C=N/Nc1nnc(-c2ccccc2)c(-c2ccccc2)n1	-3%	-1%	-14%	-7%	0.4%
CN1c2ccccc2C(=O)C(=C2SCCCS2)S1(=O)=O	-13%	-12%	7%	0%	i
COc1ccccc1C(=O)OCC(=O)NC12CC3CC(CC(C3)C1)C2	-3%	.	.	.	2.0%
Cc1ccccc1N/C(SCc1cccc(Br)c1)=C(/C#N)C(N)=O	-5%	-10%	13%	14%	i
COc1ccccc1-c1nnc(SC(C)C(=O)Nc2ccc(C(N)=O)cc2)o1 (stereo not drawn)	0%	5%	5%	0%	3.0%
Cc1ccc(S(=O)(=O)/N=C(\Nc2cc(C)on2)c2ccc(Cl)cc2)cc1	-6%	-6%	0%	8%	0.9%
CC(C)(C)[C@@H]1COC(=O)[C@@H](NC(=O)OCC2c3ccccc3-c3ccccc32)C/C=C\C[C@@H](CC(=O)NCCO)C(=O)N1	-3%	.	7%	56%	0.5%
Cc1nc2cc(S(=O)(=O)N(C)C)ccc2n1-c1ccccc1	2%	-1%	-4%	24%	5.8%
CN1CCN(CC(=O)C23CC4CC(CC(C4)C2)C3)CC1	6%	-1%	2%	?	1.7%
CN(CC(=O)Nc1ccc(N2CCOCC2)cc1)C(=O)C12CC3CC(CC(C3)C1)C2	5%	-2%	10%	6%	1.4%
CCOc1cc(/C=N/NC(=O)c2ccncc2)ccc1OC(=O)c1ccccc1	8%	-7%	?	70%	2.5%
CCN(Cc1nc(-c2ccccc2)no1)C(=O)COc1cccc(OC)c1	-1%	-4%	3%	-4%	1.6%
COc1ccc(CCn2c(=N)c(C(=O)NCC3CCCO3)cc3c(=O)n4ccccc4nc32)cc1OC (stereo not drawn)	8%	-3%	4%	2%	1.5%

Part of the list above in order of molar mass, lowest first.
SMILES	influenza NS1A	PhoP GFP inhibition	H37Rv inhibition	M. tuberculosis	VEEV TC-83 Vero	others
CN1CCN(CC(=O)C23CC4CC(CC(C4)C2)C3)CC1	6%	-1%	2%	?	1.7%
Cc1nnsc1C(=O)N/N=C/c1ccccc1Cl	-16%	-1%	4%	3%	5.9%
CC1CC(C)CN(CCCNC(=O)c2csc3c2CCCC3)C1 (stereo not drawn)	16%	-4%	.	-8%	2.6%
CCOC(=O)COc1cc(O)c2c(=O)cc(-c3ccccc3)oc2c1	3%	-9%	0.68µM*	0.44µM*	0.9%
CC(C)N(C(=O)c1nn(C)c2c1CSc1ccccc1-2)C1CCCCC1	-1%	-1%	-1%	33%	i

(next part)
SMILES	influenza NS1A	PhoP GFP inhibition	H37Rv inhibition	M. tuberculosis	VEEV TC-83 Vero	others
Cc1cc(C)nc(SCNC(=O)c2ccc(F)cc2)n1	4%	8%	3%	16%	2.8%
CS(=O)(=O)c1cccc(C(=O)OCC(=O)c2ccc3c(c2)OCCO3)c1	-6%	.	.	.	1.9%
O=C(Nc1ccc(CN2CCOCC2)cc1)c1cccc(-c2cc3ccccc3oc2=O)c1	8%	4%	27%	35%	4.8%
COc1cc(-c2c(-c3ccc4c(c3)OCO4)noc2-c2ccsc2)ccc1F	-1%	2%	-1%	7%	2.2%
CCOc1cc(/C=C2\N=C(SCC)SC2=O)cc([N+](=O)[O-])c1OC(C)=O	17%	-2%	26%	?	4.1%
COc1ccc2cc(C#N)c(SCC(=O)NNC(=O)Cc3ccccc3)nc2c1	-2%	-2%	-3%	-9%	1.1%
COc1cccc(CNC(=O)c2ccc(C)c(NC3=NC4CS(=O)(=O)CC4S3)c2)c1 (stereo not drawn)	28%	-1%	4%	7%	i
Cc1[nH]n(C)c(=O)c1C(=O)c1c(-c2ccccc2Cl)noc1C	-2%	-7%	4%	14%	0.5%
COc1nc(-c2ccncc2)nc2ccccc12	-10%	3%	14%	0%	0.3%
CCC(C)NC(=O)CCS(=O)(=O)c1ccc(Br)s1 (stereo not drawn)	4%	-2%	3%	5%	0.7%
Cc1ccc(OCc2ccc(-c3ccccc3)cc2)c([N+](=O)[O-])n1	-4%	8%	-4%	7%	1.1%
COC(=O)CNC(=O)c1c(-c2ccccc2Cl)noc1C	4%	-7%	-2%	-7%	0.8%
Cc1ccccc1OCC(=O)Nc1ccc(C(=O)Nc2ccccc2C(=O)O)cc1	-7%	-7%	20%	77%	3.4%
CC(=O)c1ccc(S(=O)(=O)NCC(=O)Nc2nc3ccccc3[nH]2)cc1	-1%	.	-7%	14%	1.3%
COc1cc2ccccc2cc1C(=O)NC1CCCC1	1%	.	7%	27%	1.3%
O=C(NC1CCCC1)c1cc(-c2ccccc2O)on1	-8%	5%	3%	.	2.1%

Molecules from the list above that contain a cyano group:
SMILES	influenza NS1A	PhoP GFP inhibition	H37Rv inhibition	M. tuberculosis	VEEV TC-83 Vero	others
N#C/C(=C\c1ccc(O)cc1)C(=O)NCc1ccccc1	2%	0%	-6%	7%	0.1%
Cc1ccccc1N/C(SCc1cccc(Br)c1)=C(/C#N)C(N)=O	-5%	-10%	13%	14%	i
COc1ccc2cc(C#N)c(SCC(=O)NNC(=O)Cc3ccccc3)nc2c1	-2%	-2%	-3%	-9%	1.1%
